Assay outcomes from PubChem BioAssay.
Tau fluor cs – counter-screen for tau fibril formation inhibitors. Potency, µM (series often up to 57.7 µM), for the others: at the top dose activity change, negative = decrease. 280,000 compounds, 0.93% hits. tau K18 P301L Alexa594 fluorescence, heparin fibrillization; also: nearly all actives have a fitted effect of over 55% in size
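Human tau K18 P301L (15 uM unlabeled, 0.24 uM Alexa 594-labeled) in 100 mM sodium acetate pH 7 with 20 uM heparin, 6 hr at 37 C. ThT 30 uM added, 1 hr ambient; Alexa 594 FP and total fluorescence read at 555/632 nm.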
TexasRed fluor – alters Texas Red total fluorescence, flagging assay interference; TRb/SRC2 Texas Red total fluorescence interference; Potency, µM (top dose mostly 106 µM), without a hit: at the highest dose fluorescence change, negative = quenching; 280,000 compounds, 0.29% hits; active = well fitted curve in either direction with a large enough effect; inconclusive = small, poorly fitted or top-dose-only effect
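Human TRβ ligand-binding domain (0.6 uM) and Texas Red SRC2 peptide (20 nM) in Tris buffer with 1 uM T3 and 5% DMSO were incubated with pinned compound for 5 hr at ambient temperature. Total fluorescence was computed as S + 2P (555/632 nm).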
Tau FP inhib – blocks human tau fibril formation measured by polarization; P10636; K18 P301L tau heparin fibrillization, Alexa594 FP, 6 h; Potency, µM (titrated, usually from 57.7 µM), inactives show top-dose activity, negative = inhibition, usual class: inhibitors; 280,000 compounds, 0.39% hits; AID 1468; also: nearly all actives have a fitted effect of over 55% in size
Target sequence (P10636 561-689 P618L limits assumed): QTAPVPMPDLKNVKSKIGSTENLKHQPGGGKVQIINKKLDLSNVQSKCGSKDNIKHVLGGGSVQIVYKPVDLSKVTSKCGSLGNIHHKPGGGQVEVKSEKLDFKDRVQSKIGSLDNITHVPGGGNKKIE
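Human tau K18 […] P301L fragment, 15 uM unlabeled plus 0.24 uM Alexa 594-labeled tau (final), with compound and 20 uM heparin in 100 mM sodium acetate pH 7; 6 hr at 37 C, then Alexa 594 FP read.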
TRb-SRC2 inh – inhibitors of human thyroid hormone receptor beta-SRC2 interaction. P10828. TRbeta-SRC2 peptide binding, fluorescence polarization; receptor liganded with 1 µM T3. Potency, µM (series often up to 106 µM), inactives show at the top dose activity change, negative = inhibition, most hits filed as inhibitors. 280,000 compounds, 0.065% hits;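 also: plate controls were bound peptide for no effect and peptide without receptor for full effect; nearly all actives have a fitted effect of over 50% in size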
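A fluorescence polarization screen tested compounds at multiple concentrations against complex formation between 0.6 uM TRb ligand-binding domain and 20 nM Texas Red SRC2 peptide, with 1 uM T3 present; readout after 5 hr.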
aGal spleen mod – inhibits or activates alpha-galactosidase in human spleen homogenate; human spleen homogenate, 4MU-alpha-Gal fluorescence, 40 min; AID 2107; 240,000 compounds, 0.008% hits; Potency, µM (top dose mostly 80 µM), without a hit: at the highest dose activity change, negative = inhibition, usual class: inhibitors; P06280;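 also: 0% = enzyme with vehicle and -100% = no enzyme basal signal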
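Human spleen homogenate (1 ug) as enzyme source, 4-methylumbelliferyl-alpha-D-galactopyranoside 1 mM final, citrate/phosphate pH 5.0 with 0.01% Tween-20. Compounds 40 min at 37C, NaOH/glycine stop; fluorescence Ex 365/Em 440, Hill-fit AC50.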
Tau fibril ThT – inhibitors of human tau fibril formation, thioflavin T binding; P10636; recombinant tau K18 P301L (four-repeat tau fragment), heparin-induced fibrillization, ThT fluorescence; Potency, µM (titrated, usually from 57.4 µM), without a hit: top-dose activity, negative = inhibition, most hits filed as inhibitors; 270,000 compounds, 2.1% hits; AID 1460; also: nearly all actives have a fitted effect of over 55% in size
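Heparin-induced fibrillization of the P301L-mutant K18 repeat-domain fragment of human tau was followed by ThT binding in quantitative high-throughput format.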
L3MBTL1 inh – inhibitors of human L3MBTL1. 230,000 compounds, 0.66% hits. Potency, µM (top dose mostly 57.1 µM), inactives show top-dose activity, negative = inhibition, usual class: inhibitors. Q9Y468. AlphaScreen L3MBTL1–H3K9me1 peptide binding. AID 485360; also: nearly all actives have a fitted effect of over 60% in size
Target sequence (Q9Y468 whole entry, looked up): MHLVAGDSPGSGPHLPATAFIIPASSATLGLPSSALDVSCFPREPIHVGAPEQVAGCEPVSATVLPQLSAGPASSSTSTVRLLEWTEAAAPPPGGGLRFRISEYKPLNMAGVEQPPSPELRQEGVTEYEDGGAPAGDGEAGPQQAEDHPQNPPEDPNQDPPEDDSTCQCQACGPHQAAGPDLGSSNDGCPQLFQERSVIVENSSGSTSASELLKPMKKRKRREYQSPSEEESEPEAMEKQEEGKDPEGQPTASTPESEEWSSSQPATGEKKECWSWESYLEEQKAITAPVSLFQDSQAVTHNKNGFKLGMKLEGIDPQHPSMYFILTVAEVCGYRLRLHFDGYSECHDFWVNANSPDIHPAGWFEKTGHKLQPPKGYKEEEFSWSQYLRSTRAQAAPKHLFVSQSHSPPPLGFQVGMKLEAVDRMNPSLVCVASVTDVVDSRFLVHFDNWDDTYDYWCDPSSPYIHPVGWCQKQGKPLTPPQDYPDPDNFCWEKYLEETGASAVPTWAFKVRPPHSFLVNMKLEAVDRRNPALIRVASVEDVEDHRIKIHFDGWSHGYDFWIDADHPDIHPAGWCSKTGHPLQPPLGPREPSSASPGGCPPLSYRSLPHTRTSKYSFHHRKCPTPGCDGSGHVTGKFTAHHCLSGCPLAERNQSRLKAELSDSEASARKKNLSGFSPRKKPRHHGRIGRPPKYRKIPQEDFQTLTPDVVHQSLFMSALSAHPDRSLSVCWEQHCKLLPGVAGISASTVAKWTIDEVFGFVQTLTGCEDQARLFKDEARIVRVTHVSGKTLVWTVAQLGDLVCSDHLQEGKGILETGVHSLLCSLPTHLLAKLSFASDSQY
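AlphaScreen assay: L3MBTL1 (50 nM final) was preincubated 30 min at room temperature with biotinylated H3(1-15)K9me1 peptide (75 nM final), then 30 min with library compounds; streptavidin donor and nickel chelate acceptor beads (10 ug/mL final) added, 30 min dark.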
ALDH1A1 inh – blocks purified human ALDH1A1 activity; P00352; Purified ALDH1A1, NADH fluorescence, propionaldehyde substrate; Potency, µM (doses to about 75.3 µM), for inactives: top-dose activity, negative = inhibition, actives largely listed as inhibitors; 220,000 compounds, 7.3% hits; active = well fitted inhibition curve with a large enough effect, not every such curve was filed as active; inconclusive = small, poorly fitted or top-dose-only effect, or another doubt; inactive = no such curve, though single readings can be large or run the other way;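 also: plate controls were no enzyme wells and a reference inhibitor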
An asterisk follows results filed as active; ? = inconclusive; nt = not tested or not shown; [ ] = remark or other dose. Unless noted, calls follow the shape of the dose curve; as a rule, active = well fitted curve in the direction sought with a large enough effect; inconclusive = small, poorly fitted or top-dose-only effect, or another doubt; inactive = no such curve, though single readings can be large; an effect the other way counts as inactive or inconclusive. Unless noted, % is scaled to controls: 0 for no effect and ±100 for the full control effect; potency is read from the fitted curve at half-maximal effect.

Screens in order – Tau fluor cs	TexasRed fluor	Tau FP inhib	TRb-SRC2 inh	aGal spleen mod	Tau fibril ThT	L3MBTL1 inh	ALDH1A1 inh
- COCCSc1nnc(NC(=O)c2ccc([N+](=O)[O-])cc2)s1
  -18%	-3%	10%	2%	-2%	?	nt	21%
- Cc1c(C)c(C)c(CN2CCSCC2)c(C)c1C
  -17%	-1%	-1%	-2%	6%	-12%	-6%	2%
- CCCCC(=O)N/N=C(/C)C1=C(C)C(C)(C)OC1=O
  -1%	-2%	-11%	-3%	-10%	2%	-22%	-3%
- COC(=O)c1cc(S(=O)(=O)n2nc(C)cc2C)c(Cl)cc1Cl
  -16%	-6%	-8%	-2%	0%	-3%	nt	12%
- COc1ccc(NC(=O)c2nn(C)c(=O)c3ccccc23)cc1S(=O)(=O)Nc1ccccc1Cl
  ?	0%	-11%	-8%	3%	-6%	10%	4%
- CCOc1cc(C(=O)Nc2ccc(S(=O)(=O)NC3=NCCCCC3)cc2)cc(OCC)c1OCC
  -26%	-1%	-7%	-5%	-6%	2%	-6%	2%
- CCSc1nnc2n(-c3cccc(C)c3)c(=O)c3c4c(sc3n12)CCCC4
  -16%	-4%	5%	4%	nt	-19%	nt	nt
- Cc1ccccc1-c1nnn(CC(=O)Nc2ccc3c(c2)OCCO3)n1
  -24%	-3%	-5%	7%	0%	1%	nt	-10%
- CC1(c2ccc(Cl)cc2)NC(=S)N2C1NC(=S)N2c1ccccc1 (centres undefined)
  -12%	-3%	3%	4%	0%	-18%	nt	nt
- OCCN1CCN(c2ncnc3c2sc2nc(N4CCOCC4)c4c(c23)CCC4)CC1
  -12%	-1%	-3%	7%	9%	?	-1%	?
- COc1ccc(Cl)cc1N(C)C(=O)Cc1noc2ccc(C)cc12
  -26%	6%	?	1%	nt	?	nt	nt
- COC(=O)CCC(=O)OC1(C)C(=O)C2=CN(CCc3ccccn3)C(c3ccc(OC)cc3)=CC2=C(Br)C1=O (centres undefined)
  -9%[11.6 µM]	0%[11.2 µM]	1%[11.6 µM]	-1%[11.2 µM]	-4%[17.5 µM]	-9%[11.5 µM]	nt	?
- COC(=O)c1ccccc1NC(=O)CSc1nc2sc3c(c2c(=O)[nH]1)CCCC3
  ?	2%	14µM*	-2%	nt	7.9µM*	nt	nt
- COc1ccccc1N1CCN(CC(=O)N2CCCC2)CC1
  7%	-3%	-6%	0%	-4%	-5%	7%	?
- O=C1CC2CS(=O)(=O)CC2N1C1CCCCC1 (centres undefined)
  4%	3%	2%	1%	-3%	0%	-1%	8%

Rewritten as tab-separated lines: entries from further up.
smiles	Tau fluor cs	TexasRed fluor	Tau FP inhib	TRb-SRC2 inh	aGal spleen mod	Tau fibril ThT	L3MBTL1 inh	ALDH1A1 inh
OCCN1CCN(c2ncnc3c2sc2nc(N4CCOCC4)c4c(c23)CCC4)CC1	-12%	-1%	-3%	7%	9%	?	-1%	?
COc1ccc(Cl)cc1N(C)C(=O)Cc1noc2ccc(C)cc12	-26%	6%	?	1%	nt	?	nt	nt

The list continues:
Screens in order – Tau fluor cs	TexasRed fluor	Tau FP inhib	TRb-SRC2 inh	aGal spleen mod	Tau fibril ThT	L3MBTL1 inh	ALDH1A1 inh
- COc1ccc(-n2c(=O)c3c4c(sc3n(CC(=O)N3CCCCC3C)c2=O)CCC4)c(OC)c1 (centres undefined)
  -10%	7%	-1%	3%	nt	-4%	nt	nt
- Cc1nc(N2CCCCC2)nc(N2CCCCC2)c1C=O
  -7%	-2%	9%	-5%	-5%	-10%	-5%	?
- O=S(=O)(NCC(c1cccnc1)N1CCOCC1)c1cccs1 (centres undefined)
  -2%	0%	3%	7%	1%	-4%	21%[11.4 µM]	-4%
- Cc1cc(C)cc(NC(=O)CSc2nnc(COc3ccccc3Cl)o2)c1
  ?	-1%	?	-2%	nt	-14%	nt	nt
- Cc1ccc(NC(=O)CSc2nnc(-c3ccccc3Br)o2)cc1C
  ?	-1%	-8%	5%	-3%	?	8%	?
- CCSc1ccccc1C(=O)NC1CCCCC1
  0%	-3%	-3%	-7%	-2%	-2%	12%	4%
- COc1ccc(CN(Cc2ccc(C(=O)O)cc2)C(=S)Nc2ccc(C)cc2)cc1OC
  4%	-1%	-3%	-14%	-7%	-3%	nt	-5%
- COc1ccc(C2CC(=O)Oc3ccc(O)cc32)cc1 (centres undefined)
  -14%[81.3 µM]	-2%	3%[81.3 µM]	3%	5%[119 µM]	-8%[81.4 µM]	nt	?
- CCNc1nc(CN2CCOCC2)nc2sc3c(c12)CCC3
  1%	1%	-3%	-9%	5%	-9%	nt	?
- CC(C)C(=O)Nc1cccc(NC(=O)c2ccc(Cl)cc2Cl)c1
  5%	1%	-3%	0%	5%	1%	3%	11%
- Cc1ccc(C(=O)O)cc1-n1c(C)cc(C=O)c1C
  5%	1%	1%	5%	6%	0%	?	2µM*
- CCc1cc2c(=O)[nH]c(N3CCCC3)nc2s1
  3%	0%	9%	-4%	10%	-8%	-3%	-8%
- CCOC(=O)c1c(NC(=O)/C=C/c2ccco2)sc(C)c1C
  -11%	-2%	-2%	-10%	2%	-5%	4%	-9%
- CC(C)c1ccc(C2c3c(-c4ccccc4O)n[nH]c3C(=O)N2CCc2ccccc2)cc1 (centres undefined)
  ?	-1%	-7%	-2%	nt	-4%	nt	nt
- COc1cccc(-c2cc(C(F)(F)F)n3nc(C(=O)N4CCCCC4c4cccnc4)cc3n2)c1 (centres undefined)
  -2%	-2%	11%	-1%	3%	-20%	nt	22µM*
- CCOC(=O)C1CCN(S(=O)(=O)c2ccc(Cl)cc2OC)CC1
  -14%	1%	0%	-5%	8%	-2%	nt	-9%
- O=c1ccc(-c2ccccc2)no1
  -6%	-8%	-16%	-3%	0%	0%	-4%	nt
- Cc1cc(C)n(CC(O)CN2c3ccccc3Sc3ccccc32)n1 (centres undefined)
  ?	2%	?	0%	2%	?	-6%	-3%
- O=C(Nc1cccc(NC(=O)c2ccco2)c1)c1ccc([N+](=O)[O-])cc1
  -18%	?	-14%	9%	-4%	?	nt	12%
- O=C(Cn1c(=O)[nH]c2ccsc2c1=O)NC1CCCCCC1
  0%	0%	-7%	-3%	10%	-9%	-2%	3%
- COc1ccc(OC)c(C2N=C(N)Nc3nc4ccccc4n32)c1 (centres undefined)
  -5%	?	2%	-1%	nt	-3%	nt	nt
- O=C(CNS(=O)(=O)c1ccc(Br)s1)N1CCN(C(=O)c2ccco2)CC1
  -7%	-3%	1%	1%	6%	-6%	nt	40µM*
- Cc1c(Cl)cccc1NC(=S)NCCC(C)C
  -8%	3%	0%	-5%	-15%	1%	0%	-8%
- NNC(=O)c1nc(Cl)c(Cl)c(N)c1Cl
  6%	1%	0%	5%	-1%	nt	nt	nt
- O=C1C2C3C=CC(C3)C2C(=O)N1c1cccc(N2C(=O)C3C4C=CC(C4)C3C2=O)n1 (centres undefined)
  -5%	4%	5%	1%	2%	-16%	1%	-6%
- CS(=O)(=O)N1N=C(c2ccc(Br)cc2)CC1c1ccc2c(c1)OCO2 (centres undefined)
  -10%	3%	-6%	11%	6%	2%	-5%	?
- CCCN1CCN(C(=S)NCc2ccc(Cl)cc2)CC1
  -12%	-3%	4%	3%	3%	-10%	4%	-5%
- C=CCOC(=O)N[C@H](/C(C(=O)OC)=C(\C)NCc1ccccc1)c1cccc(F)c1
  0%	-2%	-1%	0%	1%	2%	nt	-2%
- COc1ccc(NC2=CC(c3ccc(OC)c(OC)c3)N(c3ccc(OC)cc3)C2=O)cc1 (centres undefined)
  0%	-2%	8%	2%	-11%	-2%	-24%	14µM*
- CCc1ccc(NC(=O)c2sc3nc(-c4ccccc4)cn3c2C)cc1
  -1%	-1%	1%	-2%	nt	?	nt	nt
- O=C(CSc1nc(=O)n(Cc2ccncc2)c2c1CCC2)Nc1ccccc1
  1%	1%	-5%	-2%	nt	-3%	nt	nt
- O=C(O)Cc1ccc(-c2ccccc2-c2ccccc2)cc1
  1%	-1%	-11%	-2%	3%	-16%	-2%	-4%
- CCc1nnc(NC(=O)C(C)N2C(=O)C3C4C=CC(C4)C3C2=O)s1 (centres undefined)
  -1%	1%	-4%	1%	4%	-4%	6%	7%
- O=C1CCc2cc(S(=O)(=O)N3CCCC3C(=O)N3CCN(c4ccccc4F)CC3)ccc2N1 (centres undefined)
  -4%	-3%	-9%	-6%	-5%	-9%	-5%	10%
- COc1cccc(CNC(=O)C2CCCN(S(=O)(=O)c3cn(C)cn3)C2)c1 (centres undefined)
  6%	0%	0%	10%	nt	12%	nt	nt
- CCOC(=O)N1CCN(Cc2c(O)ccc3ccccc23)CC1
  ?	-2%	7%	0%	10%	?	-7%	?
- Cc1ccc(Cn2c3ccccc3c3cnn(CC(=O)N4CCCCCC4)c(=O)c32)cc1
  -12%	6%	-11%	-1%	nt	-14%	nt	nt
- O=C(Nc1nnc(C2CC2)s1)c1ccccn1
  -11%	-2%	-9%	-24%	2%	?	?	?
- COc1ccc2oc(/C=C/N(C)C)c(C(=O)c3ccc(Cl)cc3)c2c1
  -12%	2%	-14%	-5%	5%	-9%	?	-7%
- CC(C)(C)c1ccc(-c2csc(NNC3=NCCCCC3)n2)cc1
  ?	1%	?	-5%	-4%	16µM*	nt	-15%
- CC(C)Cc1nc2oc3c(=O)[nH]cnc3c2c2c1CCCC2
  -7%	0%	-6%	3%	0%	-5%	8%	-5%
- Cc1noc(C)c1CSc1nc2ccccc2[nH]1
  8%	-2%	7%	-12%	-17%	2%	3%	6%
- COC(=O)c1cccc(NC(=O)Nc2ccc(Cl)cc2)c1
  ?	-1%	?	4%	-18%	-1%	-3%	nt
- O=C(C[n+]1ccccc1)N/N=C/c1cccs1
  -5%	-3%	-2%	-3%	-8%	-6%	?	6%
- COc1cccc(C(=O)Nn2c(-c3cccs3)nc3ccccc3c2=O)c1OC
  -26%	-3%	-11%	6%	11%	-18%	-1%	-15%
- O=C(N1CCN(CCO)CC1)N1c2ccccc2C=Cc2ccccc21
  -1%	0%	6%	6%	9%	-1%	-1%	4%
- CC(=O)c1ccc(N2CCN(c3ncnc4onc(C)c34)CC2)cc1
  1%	0%	-4%	-5%	nt	-14%	nt	nt
